HEK293 tox – kills HEK 293 cells | HEK 293 viability, ATP luminescence (CellTiter-Glo), 48-72 h | Potency, µM (highest dose often 115 µM), for the others: at the top dose activity change, negative = cytotoxicity, hits mostly inhibitors | AID 1345083 | 94,000 compounds, 6.6% hits; also: potency is read from the fitted curve at half-maximal effect; nearly all actives have a fitted effect of over 60% in size
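Pintool-delivered compounds were incubated with HEK 293 cells (250 cells/well) at 37 degree Celsius for 48 or 72 hr. ATP-dependent luminescence (CellTiter-Glo) then reported remaining viable cells.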
NIH3T3 tox – kills NIH 3T3 cells | 94,000 compounds, 4.3% hits | AID 1345082 | NIH 3T3 viability, CellTiter-Glo ATP luminescence, 48-72 h | Potency, µM (top dose mostly 96.7 µM), for the others: at the highest dose activity change, negative = cytotoxicity, most hits filed as inhibitors; also: potency is read from the fitted curve at half-maximal effect; nearly all actives have a fitted effect of over 55% in size
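NIH 3T3 cells at 400 cells/well received 23 nL of compound by pintool and were incubated 48 or 72 h at 37 °C. Viability was read as ATP-coupled CellTiter-Glo luminescence.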
SNCA expr inh – SNCA gene expression inhibition. HEK-293 SNCA-luciferase knock-in, luminescence, 24 h. Potency, µM (highest dose often 57.2 µM), inactives show at the top dose activity change, negative = inhibition, actives largely listed as inhibitors. 140,000 compounds, 0.17% hits;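 also: potency is read from the fitted curve at half-maximal effect; plate controls were DMSO cells for no effect and cell-free wells for full effect; nearly all actives have a fitted effect of over 45% in size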
IP6K1 inhibitor – IP6K1 kinase inhibition. Q92551. activity change, % (series mostly up to about 58 µM). IP6K1 kinase, ADP-Glo luminescence, 2 h; active compounds read low. AID 1645851. 140,000 compounds, 0.81% hits; in the data active = activity change below about -25%
Target sequence (Q92551 whole entry, looked up): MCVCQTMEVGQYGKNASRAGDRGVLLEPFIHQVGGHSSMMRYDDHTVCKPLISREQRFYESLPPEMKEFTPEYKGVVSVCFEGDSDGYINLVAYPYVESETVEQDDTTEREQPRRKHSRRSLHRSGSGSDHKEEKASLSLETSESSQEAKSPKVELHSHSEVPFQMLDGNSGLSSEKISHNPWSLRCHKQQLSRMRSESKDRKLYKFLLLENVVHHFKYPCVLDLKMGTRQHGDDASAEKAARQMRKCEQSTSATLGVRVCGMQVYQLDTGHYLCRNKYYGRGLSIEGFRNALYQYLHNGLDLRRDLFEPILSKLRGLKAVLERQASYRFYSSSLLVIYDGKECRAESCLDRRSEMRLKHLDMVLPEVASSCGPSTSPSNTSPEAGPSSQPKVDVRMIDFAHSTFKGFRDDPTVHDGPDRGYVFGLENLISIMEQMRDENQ
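ADP-Glo luminescence measures ADP made by human IP6K1 during a 2 h RT reaction with ATP/IP6 (mix at 1.3 mM/130 uM); top library doses 57.5 and 19.1 uM final.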
GPT2 inh – inhibitors of human GPT2 alanine aminotransferase | Q8TD30 | Recombinant GPT2, coupled pyruvate oxidase/HRP Amplex Red fluorescence | Potency, µM (titrated, usually from 57.7 µM), for the others: at the top dose activity change, negative = inhibition, actives largely listed as inhibitors | 100,000 compounds, 0.25% hits | AID 1671188; also: potency is read from the fitted curve at half-maximal effect; nearly all actives have a fitted effect of over 60% in size; many of its hits are not listed in these tables
Target sequence (Q8TD30 whole entry, looked up): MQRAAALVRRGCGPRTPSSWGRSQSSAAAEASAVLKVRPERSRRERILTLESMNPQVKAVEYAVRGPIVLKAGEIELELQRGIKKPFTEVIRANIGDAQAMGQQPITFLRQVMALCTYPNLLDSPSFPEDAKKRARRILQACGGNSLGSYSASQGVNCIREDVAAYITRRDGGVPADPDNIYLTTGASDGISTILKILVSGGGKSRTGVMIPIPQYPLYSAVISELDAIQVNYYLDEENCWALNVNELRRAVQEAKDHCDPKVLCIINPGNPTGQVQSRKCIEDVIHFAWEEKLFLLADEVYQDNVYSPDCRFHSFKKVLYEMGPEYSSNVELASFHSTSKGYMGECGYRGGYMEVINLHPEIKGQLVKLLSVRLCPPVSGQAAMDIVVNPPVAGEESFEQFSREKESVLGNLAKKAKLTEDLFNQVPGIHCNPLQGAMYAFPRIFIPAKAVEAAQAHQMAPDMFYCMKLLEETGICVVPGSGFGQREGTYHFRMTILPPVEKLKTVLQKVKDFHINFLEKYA
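Inhibition is scored from Amplex Red fluorescence generated when pyruvate oxidase and HRP act on pyruvate released by GPT2. Reactions contain 10ng/uL enzyme, 250uM a-KG and 2mM L-alanine and run 30 min at room temperature.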
Luciferase inh – inhibitors of firefly (Photinus pyralis) luciferase. Potency, µM (titrated, usually from 115 µM), for the others: at the top dose activity change, negative = inhibition, usual class: inhibitors. purified P. pyralis luciferase, luminescence, biochemical. P08659. 76,000 compounds, 2.5% hits; also: potency is read from the fitted curve at half-maximal effect; nearly all actives have a fitted effect of over 65% in size
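Luminescence read by CCD imager after adding enzyme (10nM final) to wells holding compound, titrated in qHTS. Substrates 10uM each D-luciferin and ATP; buffer 50mM Tris acetate pH 7.5, 10mM Mg acetate, Tween-20, BSA.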
SNCA viab count – reduces viability of HEK-293 SNCA reporter cells. AID 1671193. HEK-293-SNCA-luc viability, GF-AFC fluorescence, 24 h. 150,000 compounds, 0.12% hits. Potency, µM (series often up to 57.1 µM), for inactives: top-dose activity change, negative = cytotoxicity, hits mostly cytotoxic;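 also: potency is read from the fitted curve at half-maximal effect; 0% = DMSO-treated cells and -100% = medium-only wells without cells; nearly all actives have a fitted effect of over 30% in size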
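HEK-293-SNCA-luc cells (1500/well) plated 24 h, then exposed 24 h to a dilution series; GF-AFC added 30 min at 37C, fluorescence 405/540 nm; normalised to medium-only and DMSO wells, Hill fit.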
Active calls of the source: *; i = inactive; ? = inconclusive; / = no result given; [ ] = another dose, or the depositor's remark. Unless noted, calls follow the shape of the dose curve; as a rule, active = well fitted curve in the direction sought with a large enough effect; inconclusive = small, poorly fitted or top-dose-only effect, or another doubt; inactive = no such curve, though single readings can be large; an effect the other way counts as inactive or inconclusive. Unless noted, % is scaled to controls: 0 for no effect and ±100 for the full control effect. The list is partial, so the mix of outcomes need not match the whole.

SMILES | HEK293 tox | NIH3T3 tox | SNCA expr inh | IP6K1 inhibitor | GPT2 inh | Luciferase inh | SNCA viab count
COCc1nc(C2CCN(C(=O)c3ccncc3)C2)no1 (stereo not given) | -8% | -2% | ? | 15 | i | -2% | 8%
CCOC(=O)c1[nH]c(C)c(CCC(=O)NCc2ccccc2Cl)c1C | / | / | -2% | 4 | / | / | 16%
Cn1ccc(CN2CCn3c(nn(-c4ccc(F)cc4F)c3=O)C2)n1 | -2% | 3% | 9% | 2 | i | -2% | -6%
CCS(=O)(=O)c1ncc(Cl)c(C(=O)Nc2ccc(S(=O)(=O)N(C)c3ccccc3)cc2)n1 | / | / | 2.8µM* | -21 | / | / | 10µM*
Cc1cc(C)c2c(N)c(C(=O)NCc3ccc(Cl)cc3)sc2n1 | / | / | / | 36 | i | / | -10%
CCOc1ccc(CC(=O)N2CCC[C@H]2c2nc(-c3ccc(OC)cc3)no2)cc1OCC | ? | -27% | 13% | 7 | i | 2% | ?
COc1cc(NC(=O)CCc2c(C)nc3c(-c4ccc(F)cc4)c(C)nn3c2C)cc(OC)c1OC | / | / | 49%[activator] | 2 | / | / | -2%
Cc1ccc(-c2nnc(Nc3cccc(Br)c3)c3ccccc23)cc1S(=O)(=O)NCC1CCCO1 (stereo not given) | / | / | 28% | -17 | / | / | -1%
Cc1ccc(CN2CCCOCCNC(=O)[C@@H]3CCCC[C@@H]32)s1 | ? | -27% | 4% | 0 | -8% | 2% | -10%
Cn1ccc(NC(=O)[C@@H]2C[C@@H](c3ccc(F)cc3)N(CCOc3ccccc3)C2)n1 | ? | ? | ? | 5 | -6%[88.5 µM] | 0%[172 µM] | -5%[87.6 µM]
C[C@@H]1O[C@@H](O[C@H]2[C@H](OC(=O)C34CCC(C)(C)CC3C3=CCC5C6(C)CC(O)C(O[C@@H]7O[C@H](CO)[C@@H](O)[C@H](O)[C@H]7O)C(C)(C(=O)O)C6CCC5(C)C3(CO)CC4)O[C@H](C)[C@H](O)[C@@H]2O)[C@H](O)[C@H](O)[C@H]1O[C@@H]1OC[C@@H](O)[C@H](O)[C@H]1O (stereo not given in full) | / | / | / | -4 | i | / | -1%[12.5 µM]
Cc1ccc(CSc2cn(CC(=O)N3CCCCCC3)c3ccccc23)cc1 | / | / | 154%[activator] | 6 | / | / | -17%
COC(=O)[C@@H]1Cc2c([nH]c3ccccc23)[C@H]2C[C@@H](N3CCOCC3)C[C@@H](c3ccc(F)cc3)N21 | ? | ? | 16% | -14 | -19% | -2% | 1%
COc1ccc(NC(=O)Cn2ccn(-c3ccc(F)c(F)c3)c(=O)c2=O)cc1Cl | / | / | ? | -4 | / | / | -7%
CCOc1ccc(N2CC(NC(=O)c3cccs3)CC2=O)cc1 (stereo not given) | / | / | 6% | 33 | / | / | 17%
COCCNc1ncnc2c1CN(c1ccc(C)cc1)C(=O)N(C)C2 | 3%[172 µM] | ? | -7%[87.6 µM] | 4 | i | -1%[172 µM] | 1%[87.6 µM]
Cc1ccc(CCNC(=O)Cn2nc(C)n(CCc3ccccc3)c2=O)o1 | i | 0% | -18% | -5 | i | 9% | -1%
CC(C)C1=NOC2(CCN(Cc3cccc(C(N)=O)c3)CC2)C1 | 3% | 5% | 1% | -5 | 1% | / | -10%
O=C(O)C1CC2(CCN(C(=O)c3ccc4c(c3)OCCO4)CC2)CN1 (stereo not given) | -7% | 1% | ? | 1 | i | -3% | 2%
O=C1CC(c2noc(-c3ccc(C(F)(F)F)cc3)n2)CN1C1CCCCC1 (stereo not given) | ? | ? | 0% | 37 | -2% | 3% | 9%
Cc1ccc(Cl)cc1N1CCN(C(=O)CN2C(=O)COc3ccc(S(=O)(=O)N4CCOCC4)cc32)CC1 | / | / | 6% | -10 | / | / | 6%
O=C1NCc2ccccc2CC12CCCN2CC1=CCCCC1 (stereo not given) | ? | ? | 14% | -2 | i | / | -1%
OC(c1ccccc1)c1cc2n(n1)CCN(Cc1cncn1C1CC1)C2 (stereo not given) | 2% | 2% | 48%[activator] | 31 | ? | -23% | 1%
N#Cc1cccc(C(=O)N2CCN3CCS(=O)(=O)N(C4CC4)C(=O)C3C2)c1 (stereo not given) | i | -12% | 6% | 7 | -11% | / | 3%
COc1ccccc1Nc1ccnc(N2CCCC2C(=O)NC2CC2)n1 (stereo not given) | -19% | -19% | 6% | 12 | i | / | -15%
O=C1CC(c2ccccc2)N(C(=O)CNC(=O)c2ccco2)CCCCCN1 (stereo not given) | 1% | 3% | -1% | 3 | i | -3% | -6%
CCOc1ccc(CN2CCN(Cc3nc4ccccc4[nH]3)CC2CCO)cc1 (stereo not given) | -16% | -22% | -20% | 18 | 1% | 12% | 0%
CCS(=O)(=O)N1CC(=O)N(c2cccc(C)c2C)C(C)(C(=O)NC2CCCCCC2)C1 (stereo not given) | / | / | 44%[activator] | 5 | / | / | -8%
C[C@@H](c1ncncc1F)C(O)(Cn1cncn1)c1ccc(F)cc1F (stereo not given in full) | / | / | -37%[25.6 µM] | 1 | i | / | -3%[23.9 µM]
CCCCc1cc(C[C@H]2CNCC[C@H]2CC(=O)NCc2cccnc2)no1 | -6%[172 µM] | i | -7%[87.6 µM] | -2 | -26%[88.5 µM] | -7%[172 µM] | 4%[87.6 µM]

SMILES | HEK293 tox | NIH3T3 tox | SNCA expr inh | IP6K1 inhibitor | GPT2 inh | Luciferase inh | SNCA viab count
Cc1cccc(N2CCN(C(=O)C3CCN(S(=O)(=O)c4c(C)noc4C)CC3)CC2C)c1 (stereo not given) | / | / | -8% | 5 | / | / | -5%
Cc1ccc(-n2c(=O)c3sc4ccccc4c3n(CC(=O)NC3CCCC3)c2=O)cc1C | / | / | -5% | -15 | / | / | ?
CNc1ncc(C(=O)N2CCN(c3nccc(N)n3)CC(O)C2)cn1 (stereo not given) | -13% | -11% | -24% | 6 | -3% | 0% | 4%
CCN(CC)CCOC(=O)c1ccc(NC(=O)c2nn(C)c3c2COc2ccccc2-3)cc1 | / | / | 154%[activator] | 21 | / | / | -6%
CCOC(=O)c1c(NC(=O)/C(C#N)=C/c2ccccc2)sc2c1CCC2 | / | / | 16% | -13 | / | / | -4%
COc1ccccc1-n1c(=O)c(C(=O)NCCSC)nc2cccnc21 | -1% | -9% | 23% | 7 | 5% | / | -5%
CC1CN(c2ccccc2C#N)C(=O)CN1C(=O)Cc1c[nH]c(=O)[nH]c1=O (stereo not given) | i | 5% | -9% | 4 | -4% | 3% | 0%
Cc1ccc(C)c(S(=O)(=O)N(C)CC2CCOCC2)c1 | -1% | -15% | 14% | 19 | 0% | 9% | -1%
COc1ccc(CNC(=O)CC[C@H]2CNC(=O)[C@@H]3[C@@H](CCN3Cc3ccccc3)N2C)cc1 | -8% | -12% | -6% | 14 | ? | 2% | -2%
Fc1ccccc1CN1CCOC[C@H](Oc2cnccn2)C1 | 0%[172 µM] | 2%[174 µM] | -2%[87.6 µM] | 3 | 1%[88.5 µM] | -5%[172 µM] | 1%[87.6 µM]
Cc1ccccc1C(=O)N1C2CCCC1CC(=O)C2 | 2%[172 µM] | i | 3%[87.6 µM] | 6 | i | -9%[172 µM] | 7%[87.6 µM]
CN(CCC(N)=O)C(=O)C1CCCN1S(=O)(=O)c1ccc(F)cc1 (stereo not given) | i | -17% | 51%[activator] | 7 | -1% | -24% | 5%
O=C1NC(=NC2CCCC2)C2(CCN([S+](=O)([O-])c3cccs3)CC2)N1c1cccnc1 | i | 2% | 1% | 8 | i | / | 4%
CCc1ccc(CN2C(=O)c3ccccc3C2C(=O)NCCc2ccc(OC)c(OC)c2)cc1 (stereo not given) | / | / | 2% | -2 | / | / | -28%
CC(=O)N(C1CC1)C1CCOC2(CCN(C(=O)Nc3ccc4c(c3)OCCO4)CC2)C1 (stereo not given) | -4% | -5% | 15% | -8 | i | ? | -2%
Cc1ccc(C2Cn3nnc(C(=O)N4CCC(C(=O)NCc5cc(F)ccc5F)CC4)c3CO2)cc1 (stereo not given) | -21% | -13% | 55%[activator] | -12 | 3% | 35µM* | 1%
CCCn1c(C)cnc1CCNC(=O)C1CCC1 | -3% | -15% | 6% | 19 | 0% | / | 5%
C=CCOC(=O)C1=C(C)N=C2SC=C(CC(=O)NCC3CC3)N2C1c1ccc(OC)c(OC)c1 (stereo not given) | ? | -16% | 14% | -8 | i | -5% | -10%
COc1ccc(OC)c(S(=O)(=O)NCCc2csc(-c3cccc(F)c3)n2)c1 | / | / | 7% | 6 | / | / | 5%
COCC(=O)N1CCC(C(=O)N2CCC(c3nc4ncccc4[nH]3)CC2)CC1 | -9% | -16% | 16% | -2 | i | / | 10%
COCCCNC(=O)c1nc2sccn2c1-c1ccccc1 | 0%[172 µM] | -14%[138 µM] | -3%[87.6 µM] | 0 | -4%[88.5 µM] | / | 0%[87.6 µM]
CCc1cc(=O)n(CC(=O)Nc2cccc(C(C)=O)c2)c(N2CCOCC2)n1 | ? | -13% | -15% | 20 | i | -5% | -9%
COc1ccc(CC(=O)N2CCCC(c3nn(-c4ccccn4)c(=O)[nH]3)C2)cc1 (stereo not given) | -3% | -8% | -1% | -11 | 3% | / | 2%
CCSc1ccccc1C(=O)Nc1ccc(-c2nc3ccccc3s2)c(O)c1 | / | / | 186%[activator] | 7 | / | / | 3%
COc1cc(NC(=O)CCc2c(C)nc3c4c(C)cc(C)nc4nn3c2C)cc(OC)c1 | / | / | -12% | 9 | / | / | -6%
O=C(c1ccc2c(c1)OCO2)N1CCn2c(nn(-c3cccc(Cl)c3)c2=O)C1 | ? | ? | -15% | -15 | i | -7% | -43%
COc1ccc(N2CC(C(=O)Nc3ccc(NC(C)=O)cc3)CC2=O)cc1 (stereo not given) | / | / | 15% | 20 | / | / | 2%
O=C(Cn1nc2n(c1=O)CCCC2)NCc1ccccc1 | -3% | 2% | 4% | 13 | i | -11% | 3%
CC1=C[C@@H](CN2C(=O)C(C)=C(C)C2=O)[C@H](C(C)C)C[C@H]1Cc1nc2ccccc2[nH]1 | 22µM* | 25µM* | ? | -9 | -14%[88.5 µM] | 3%[172 µM] | ?
O=C1NCc2ccccc2CC12CCCN2Cc1ccc(F)cc1 (stereo not given) | -4% | 1% | -15% | -6 | -17% | / | 3%
Cn1c(CO[C@H]2CN(C(=O)C3CC3)C[C@H]2F)nc2ccccc21 | -11%[172 µM] | -27%[138 µM] | -2%[87.6 µM] | 4 | i | -13%[172 µM] | -3%[87.6 µM]

In the list so far, these have a cyano group.
SMILES | HEK293 tox | NIH3T3 tox | SNCA expr inh | IP6K1 inhibitor | GPT2 inh | Luciferase inh | SNCA viab count
N#Cc1cccc(C(=O)N2CCN3CCS(=O)(=O)N(C4CC4)C(=O)C3C2)c1 (stereo not given) | i | -12% | 6% | 7 | -11% | / | 3%
CCOC(=O)c1c(NC(=O)/C(C#N)=C/c2ccccc2)sc2c1CCC2 | / | / | 16% | -13 | / | / | -4%
CC1CN(c2ccccc2C#N)C(=O)CN1C(=O)Cc1c[nH]c(=O)[nH]c1=O (stereo not given) | i | 5% | -9% | 4 | -4% | 3% | 0%
